GPR151 ag: activators of human GPR151, primary screen, cell-based, PathHunter beta-arrestin, luminescence | PathHunter beta-arrestin GPR151 cells | G-protein coupled receptor 151 (Homo sapiens), Q8TDV0 | 1% of 650,000 active | activation, % at 11.2 µM; in the data active means activation above about 4.9%;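 further: 0% = median of compound wells and 100% = cells with positive control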
Target sequence (Q8TDV0 whole entry, looked up): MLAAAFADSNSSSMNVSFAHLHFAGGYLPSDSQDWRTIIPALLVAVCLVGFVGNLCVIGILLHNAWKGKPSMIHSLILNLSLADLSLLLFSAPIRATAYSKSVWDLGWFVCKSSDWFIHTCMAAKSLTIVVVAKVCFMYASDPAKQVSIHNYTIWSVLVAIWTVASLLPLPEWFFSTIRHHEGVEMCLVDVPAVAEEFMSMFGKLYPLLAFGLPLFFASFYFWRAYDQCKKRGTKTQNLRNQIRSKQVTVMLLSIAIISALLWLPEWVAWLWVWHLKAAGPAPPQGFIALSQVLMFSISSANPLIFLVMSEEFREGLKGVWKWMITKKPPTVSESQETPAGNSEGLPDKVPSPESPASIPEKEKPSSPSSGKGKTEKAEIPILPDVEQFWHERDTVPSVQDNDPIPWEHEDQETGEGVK
TEAD-YAP inh: TEAD-YAP interaction inhibition, primary screen, TEAD-YAP interaction inhibitor project, luminescence, HEK-TIYL cells | inhibition, % at 9.12 µM | TEAD-Gal4/YAP UAS-luciferase luminescence | 1.4% of 640,000 active; in the data active means inhibition above about 32%;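 further: 0% = median of test compound wells and 100% = reference inhibitor wells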
MITF inh: MITF inhibitors, primary screen, biochemical, AlphaScreen, human; AID 1259374, 2018; AlphaScreen MITF homodimerization, bead proximity signal; inhibition, % at 2.6 µM; 0.91% of 650,000 active; in the data active means inhibition above about 50%;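 further: 0% = vehicle wells with protein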
Target sequence (O75030 whole entry, looked up): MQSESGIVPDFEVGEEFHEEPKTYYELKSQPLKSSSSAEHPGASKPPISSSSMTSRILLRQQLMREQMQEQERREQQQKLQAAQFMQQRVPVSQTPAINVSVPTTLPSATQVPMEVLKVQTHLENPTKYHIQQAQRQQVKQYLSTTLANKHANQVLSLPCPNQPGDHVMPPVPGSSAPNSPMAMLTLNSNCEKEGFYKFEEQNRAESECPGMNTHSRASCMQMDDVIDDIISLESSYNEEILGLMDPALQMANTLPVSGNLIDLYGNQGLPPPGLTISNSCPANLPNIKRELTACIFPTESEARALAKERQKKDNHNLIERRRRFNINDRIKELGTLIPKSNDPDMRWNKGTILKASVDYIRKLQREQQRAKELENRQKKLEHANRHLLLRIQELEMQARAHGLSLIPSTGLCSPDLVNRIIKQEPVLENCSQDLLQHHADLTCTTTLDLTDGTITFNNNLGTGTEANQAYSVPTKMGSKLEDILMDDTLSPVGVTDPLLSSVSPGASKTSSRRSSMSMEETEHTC
FBW7 activator: FBW7 E3 ligase activators, primary screen, biochemical, AlphaScreen, human; AlphaScreen FBW7–phospho-cyclin E peptide binding, activator screen; normalized activity (activation), % at 26.1 µM; 0.13% of 650,000 active; in the data active means normalized activity above about 1.9%;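 further: purified mutant Fbw7 with reduced substrate affinity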
The depositor's hits bear a star.

No. | structure | GPR151 ag | TEAD-YAP inh | MITF inh | FBW7 activator
1 | CCc1nc2sccn2c(=O)c1C(=O)NCc1ncc(C(F)(F)F)cc1Cl | 0.0 | -7 | 12 | 0.3
2 | COc1ccc(NC(=O)/C(C)=C\c2ccccc2)c([N+](=O)[O-])c1 | -1.9 | -54 | 13 | -0.6
3 | CC1CCN(C(=O)COc2ccc(Br)cc2)CC1 | -1.2 | -25 | -12 | -0.2
4 | CCCc1nnc(SCC(=O)NC2CCCCC2)n1CC1CCCO1 (configuration not stated) | -0.1 | -3 | -5 | -0.3
5 | O=C(Cn1cnc2c(nnn2-c2cccc(Cl)c2)c1=O)N1CCOCC1 | 0.1 | 0 | 6 | -0.1
6 | Cc1nc2ccc(S(=O)(=O)N(C)CC(=O)N3CCc4ccccc43)cc2s1 | 0.4 | 8 | 6 | 0.0
7 | CN(CCc1ccccn1)C(=O)CCc1nnc(CCc2c[nH]c3ccccc23)o1 | -0.5 | 10 | 9 | -0.1
8 | COCCNC(=O)c1cc(S(=O)(=O)N2CCC(C)CC2)ccc1F | -0.6 | 9 | 10 | 0.1
9 | O=c1nc2s/c(=C/c3cccc([N+](=O)[O-])c3)c(=O)n2nc1Cc1ccccc1 | -0.4 | 0 | 1 | 0.0
10 | O=C(O)c1ccc(S(=O)(=O)Nc2ccc(S(=O)(=O)Nc3cncs3)cc2)cc1 | 0.2 | -6 | 1 | -0.2
11 | COC(=O)CSC1=C(C#N)C(=O)NC(c2ccc(OC)cc2OC)S1 (configuration not stated) | 3.7 | 3 | -1 | -0.1
12 | CCCc1ccc(S(=O)(=O)Nc2ccc3c(c2)OCC(C)(C)C(=O)N3C)cc1 | -1.1 | 30 | 12 | 0.3
13 | Cc1cc(C)n(CC2CCN(C(=O)c3cccs3)CC2)n1 | 0.4 | -2 | 3 | -0.1
14 | CCC[C@@H]1NC(=O)[C@@H]2C[C@H](NCc3nc(-c4ccc(F)cc4)cs3)CN2C1=O | 5.7* | -1 | -7 | -0.3
15 | COc1ccc(NC(=O)CSc2n[nH]c(=O)n2C2CC2)cc1OC | 0.9 | 2 | -6 | 0.2
16 | CC(C)(C)C(=O)NCC(c1cccnc1)N1CCOCC1 (configuration not stated) | -0.9 | 8 | 10 | 0.1
17 | COc1cc(C)c2c(c1)oc(=O)c1ccccc12 | 2.5 | -6 | 22 | 2.2*
18 | Cc1ccc(NC(=O)CSc2nc3ccccc3c(=O)n2Cc2ccco2)cc1Cl | -0.7 | 4 | 0 | 0.0
19 | CC(=O)c1sc2nc(CSc3nc(C)cs3)[nH]c(=O)c2c1C | -1.4 | 6 | -4 | -0.1
20 | O=C(NCC(c1cccs1)S(=O)(=O)c1cccs1)c1cccc(F)c1 (configuration not stated) | 0.9 | -3 | -2 | -0.1

4 entries picked at random from the list so far, as already listed:
No. | structure | GPR151 ag | TEAD-YAP inh | MITF inh | FBW7 activator
12 | CCCc1ccc(S(=O)(=O)Nc2ccc3c(c2)OCC(C)(C)C(=O)N3C)cc1 | -1.1 | 30 | 12 | 0.3
19 | CC(=O)c1sc2nc(CSc3nc(C)cs3)[nH]c(=O)c2c1C | -1.4 | 6 | -4 | -0.1
13 | Cc1cc(C)n(CC2CCN(C(=O)c3cccs3)CC2)n1 | 0.4 | -2 | 3 | -0.1
2 | COc1ccc(NC(=O)/C(C)=C\c2ccccc2)c([N+](=O)[O-])c1 | -1.9 | -54 | 13 | -0.6

Following part:
No. | structure | GPR151 ag | TEAD-YAP inh | MITF inh | FBW7 activator
21 | CCOC(=O)C1=C(C)N=c2s/c(=C/c3ccc(N(CC)CC)cc3O)c(=O)n2C1c1ccccc1OC (configuration not stated) | 0.0 | 7 | 9 | -0.2
22 | O=C(COc1ccc(F)cc1)Nc1c(F)cccc1F | -0.5 | -28 | -7 | 0.1
23 | CC(C(=O)O)N1N=C(C(C)(C)C)Cn2c(cc3ccccc32)C1=O (configuration not stated) | -0.2 | 6 | -5 | -0.1
24 | O=C(NCc1ccco1)c1cnn2c(C(F)F)cc(-c3ccccc3)nc12 | 4.2 | 1 | 3 | -0.1
25 | CN(Cc1ccccc1)C(=O)Nc1ccc(-c2cn[nH]c2)cc1OCCN1CCOCC1 | -0.7 | 3 | 19 | -0.3
26 | CC(C)C(=O)N1CC[C@@H]2[C@H](CCCN2C(=O)c2ccccc2)C1 | 3.0 | -4 | 3 | 0.0
27 | O=C(CSc1ncnc2sccc12)c1c[nH]c2ccccc12 | 0.7 | -28 | 3 | 0.0
28 | COc1ccc(C(=O)NNC(=O)c2cccc(C)c2)c(OC)c1 | -7.1 | -11 | -11 | 0.0
29 | CNc1ncnc2sc(-c3ccccc3)cc12 | 1.4 | -5 | 9 | 0.0
30 | CCOC(=O)c1ccc(N=Cc2c(O)n(CC)c(=O)[nH]c2=O)cc1 | -1.2 | -18 | 8 | -0.5
31 | NS(=O)(=O)c1ccc2[nH]c3c(c2c1)CCCC3 | 3.0 | 0 | 2 | 0.1
32 | CC(=O)c1ccc(NC(=O)c2cc(-c3ccc4c(c3)OCO4)on2)cc1 | -0.5 | -4 | 5 | -0.1
33 | Cc1cc(Br)ccc1NC(=O)c1sc2ncnc(N(C)c3ccccc3)c2c1C | -0.9 | -2 | 6 | 0.0
34 | O=C(CCOc1ccccc1)Nc1cnn(CC(=O)N2CCCC2c2nccs2)c1 (configuration not stated) | 1.1 | 7 | 11 | 0.1
35 | O=C(Cc1cccs1)Nc1c2c(nn1-c1cccc(Cl)c1)CSC2 | 2.5 | 1 | 49 | 0.0
36 | CCSC1=NCCN1S(=O)(=O)c1ccc(C)cc1 | -1.9 | -7 | 0 | 0.0
37 | COc1ccc(C(=O)Nc2ccc(NC(=O)CCc3ccccc3)cn2)cc1 | 0.2 | -3 | 2 | -0.1
38 | CCCOCCOC(=O)C1=C(C)NC(=O)CC1c1c(F)cccc1Cl (configuration not stated) | -1.5 | 5 | 19 | 0.8
39 | CN(CCc1ccccc1)C1CCCN(Cc2ccncc2)C1 (configuration not stated) | 2.7 | 10 | 6 | 0.1
40 | O=C(c1ccncc1)c1ccc(NS(=O)(=O)c2ccc3ccccc3c2)cc1 | 1.8 | 11 | -17 | -0.1

A second format for 3 compounds above.
Order of values: GPR151 ag	TEAD-YAP inh	MITF inh	FBW7 activator
#25 CN(Cc1ccccc1)C(=O)Nc1ccc(-c2cn[nH]c2)cc1OCCN1CCOCC1
→ -0.7	3	19	-0.3
#26 CC(C)C(=O)N1CC[C@@H]2[C@H](CCCN2C(=O)c2ccccc2)C1
→ 3.0	-4	3	0.0
#27 O=C(CSc1ncnc2sccc12)c1c[nH]c2ccccc12
→ 0.7	-28	3	0.0

More structures follow.
No. | structure | GPR151 ag | TEAD-YAP inh | MITF inh | FBW7 activator
41 | O=C(NCc1ccc(Cl)cc1)N1CCOCC1 | 0.7 | 1 | -6 | -0.1
42 | COc1ccccc1-n1c(=O)[nH]c2c(C(N)=O)nc(-c3ccccc3C)nc21 | 3.7 | 3 | -2 | -0.3
43 | CCOC(=O)c1ccc2ncc(C(=O)OCC)c(Nc3cccc([N+](=O)[O-])c3)c2c1 | 0.7 | -9 | -24 | 0.1
44 | O=C(Nc1cccnc1Cl)c1ccc(N2C(=O)C3CCCCC3C2=O)cc1 (configuration not stated) | 0.5 | -2 | 7 | -0.1
45 | O=C(c1ccc(OC2CCN(CCc3ccccc3)CC2)cc1)N1CCCC(CO)C1 (configuration not stated) | -0.5 | 12 | 2 | -0.1
46 | COCCCNC(=S)NCCNc1nc2cc(C)cc(C)c2cc1C#N | -0.8 | -9 | 20 | 0.3
47 | O=S(=O)(c1ccccc1Cl)N1CCN(c2nc(N3CCOCC3)nc(-n3ccnc3)n2)CC1 | 1.3 | -2 | 4 | -0.4
48 | Cc1ccc(C)c(SC(C)C(=O)NC(N)=O)c1 (configuration not stated) | 0.6 | -6 | -5 | -0.1
49 | CCCn1c(N)c(C(=O)CCl)c(=O)[nH]c1=O | 0.2 | 0 | 6 | 0.0
50 | COc1ccccc1-n1c(CNC(=O)c2ccc(S(=O)(=O)N(C)C)cc2)nnc1SCC(=O)Nc1nnc(C)s1 | 0.1 | -9 | -2 | 0.0
51 | O=S(=O)(NCCOc1ccccc1)c1cccs1 | -1.4 | 3 | 5 | 0.4
52 | COc1ccccc1NC(=O)c1cc(S(=O)(=O)N2CCN(c3ccccc3F)CC2)ccc1F | -1.2 | -6 | -3 | 0.0
53 | CC(=O)c1cccc(NC(=O)CCCOc2ccc(Cl)cc2Cl)c1 | -1.6 | -2 | -4 | 0.1
54 | Cc1ccc(-c2c3c(nc4sc(C(=O)Nc5ccc(Cl)c(Cl)c5)c(N)c24)CCCC3)o1 | -0.4 | 0 | 0 | -0.1
55 | CCc1cccc(C)c1NS(=O)(=O)c1ccc2c(c1)n(C)c(=O)c(=O)n2C | 0.1 | 0 | 5 | -0.2
56 | O=C1c2cccnc2C(=O)N1c1ccc(N2C(=O)c3cccnc3C2=O)c(Cl)c1 | -1.0 | -2 | 70* | -0.5
57 | COc1ccc(CCNC(=O)c2ccnc(Nc3ncccn3)c2)cc1 | 0.5 | 2 | -3 | 0.0
58 | Cc1ccc(S(=O)(=O)c2nnn3c2nc(NC(C)C)c2sccc23)cc1 | -0.5 | -11 | 0 | 0.8
59 | COc1nn(C)cc1C(=O)N1CCN(c2ccc(-c3ccco3)nn2)CC1 | 0.4 | 4 | 1 | -0.3
60 | O=S(=O)(NCC1CCCN(Cc2ccc3c(c2)CCO3)C1)c1cccc2cccnc12 (configuration not stated) | 1.7 | 3 | 2 | 0.0

(listing goes on)
No. | structure | GPR151 ag | TEAD-YAP inh | MITF inh | FBW7 activator
61 | CC1CC(CC(C)C(=O)Nc2cc(Cl)ccc2Cl)C(=O)O1 (configuration not stated) | 2.1 | 4 | 16 | 0.1
62 | CC1CCN(Cc2nnnn2CCCC(=O)N(C)CC2CCCCO2)CC1 (configuration not stated) | 2.3 | 0 | -2 | -0.2
63 | O=C1C2CCCCC2C(=O)N1c1ccc2c(c1)CCC2 (configuration not stated) | -2.9 | -18 | 19 | -0.1
64 | COc1ccc(CN2CCc3c(nc(N4CCCCC4)[nH]c3=O)C2)cc1CO | -0.2 | 4 | 8 | 0.3
65 | O=C(CCc1ccccc1)NNc1cc(N2CCCCC2)nc(N2CCCCC2)n1 | 0.6 | 11 | 15 | 0.0
66 | N#C/C(=C/c1ccc(-c2ccc(F)c(Cl)c2)o1)c1nc2ccccc2[nH]1 | 0.3 | -13 | 4 | 0.3
67 | CN(C)c1cc(NCc2ccco2)c2c3c(onc13)-c1ccccc1C2=O | 0.2 | -9 | 28 | -0.9
68 | O=C(CCN1C(=O)C2C3CCC(C3)C2C1=O)Nc1ccc([N+](=O)[O-])cc1 (configuration not stated) | -0.2 | -8 | 12 | -0.1
69 | COC(=O)c1ccc(-n2c(C)cc(/C=C3\NC(=O)NC3=O)c2C)cc1 | 0.6 | -4 | 3 | -0.1
70 | Cc1ccc(C)c(N2C(=O)c3cccc4cccc(c34)C2=O)c1 | 0.2 | 16 | -1 | -0.3
71 | c1ccc(N2CCN(c3ncnc4c3cnn4-c3ccccc3)CC2)cc1 | 4.3 | 1 | 5 | 0.2
72 | Cc1ccc(-n2nc3c(c2NC(=O)c2ccccc2C)CS(=O)(=O)C3)cc1 | -1.8 | 10 | 0 | 0.1
73 | CC(=O)N1CCc2cc(-c3csc(N=C(N)N)n3)ccc21 | 0.9 | 6 | 6 | -0.1
74 | Cc1ccc(C23CC4CC(CC(NC(=O)N5CCN(CCO)CC5)(C4)C2)C3)cc1 | 0.9 | 4 | 8 | 0.2
75 | CN(C)S(=O)(=O)c1ccc(C(=O)Nc2c3c(nn2-c2ccc(F)cc2)CSC3)cc1 | 0.6 | 0 | 4 | 0.0
76 | O=[N+]([O-])c1ccc(/C=N/Nc2ncnc3nc[nH]c23)cc1 | 0.4 | -6 | 0 | -0.1
77 | CCn1c(NN)nc2sc3c(c2c1=O)CC(C)(C)OC3 | 1.1 | -13 | -5 | -0.1
78 | O=C(COc1ccc2c(c1)OCO2)N/N=C\c1cccc2ccccc12 | -0.9 | 5 | 5 | 0.1
79 | COCCCNC(=O)CC1Sc2ccccc2NC1=O (configuration not stated) | 0.3 | 7 | -1 | 0.1
80 | CCOCCCn1c(=S)[nH]c2cc(C(=O)NC3CCCCCC3)ccc2c1=O | 0.1 | -5 | 0 | -0.1

Later entries.
No. | structure | GPR151 ag | TEAD-YAP inh | MITF inh | FBW7 activator
81 | CCOc1ccc(CSC2=NCCN2)cc1[N+](=O)[O-] | 0.0 | -5 | 10 | -0.7
82 | O=c1[nH]c(-c2ccccc2)nc2ccc(Cl)cc12 | -5.7 | 1 | 10 | 0.2
83 | CCN(CC)C(=O)c1cc2ccccc2oc1=O | 0.0 | 10 | -11 | -0.2
84 | Cc1ccc2c(c1)C(c1ccccc1)N(C(=O)c1ccc(C(=O)c3ccccc3)cc1)CC(=O)N2 (configuration not stated) | -0.7 | -5 | 2 | -0.5
85 | N#CC12C(N)=NC3(OCCO3)C1(C#N)C2c1ccc(Cl)cc1 (configuration not stated) | 2.3 | -7 | 3 | -0.1
86 | Cc1ccc(S(=O)(=O)NC(N)=NCCc2ccccc2)cc1 | 0.0 | 4 | 17 | 0.0
87 | Cn1c(=O)c(=O)n(C)c2cc(S(=O)(=O)Nc3ccc4c(c3)OCO4)ccc21 | -1.1 | -6 | -1 | 0.1
88 | Cc1nc(NCC2CCCO2)nc2c1C(=O)CC(C)(C)C2 (configuration not stated) | 0.5 | 2 | 5 | 1.0
89 | CN1C(=O)[C@H]2CN(C(=O)c3ccc(OC(F)(F)F)cc3)CCN2C(=O)[C@@H]1CO | -1.0 | -16 | -5 | -0.1
90 | O=C(CN(Cc1ccc(Br)cc1)S(=O)(=O)c1ccccc1)N1CCOCC1 | 0.2 | -2 | 7 | 0.1
91 | COc1ccc(C)cc1S(=O)(=O)Nc1ccc2c(c1)OCCO2 | 2.9 | 1 | -51 | 0.1
